# USP28 inh: inhibitors of human USP28 deubiquitinase; Q96RU2; inhibition, % at 25 µM; 3% of 47,000 active; AID 1645857; purified USP28, Ub-rhodamine cleavage fluorescence, 30 min
# UCHL1 block: blocks human UCHL1 ubiquitin-rhodamine cleavage; P09936; purified UCHL1, Ub-rhodamine cleavage fluorescence; inhibition, % at 20 µM; 0.2% of 47,000 active
# USP30 block: human USP30 deubiquitinase inhibition; purified USP30, Ub-rhodamine cleavage fluorescence; 5.3% of 47,000 active; inhibition, % at 25 µM; Q70CQ3
# USP8 block: blocks human USP8 ubiquitin-rhodamine cleavage. P40818. purified USP8, Ub-rhodamine cleavage fluorescence, 30 min. inhibition, % at 20 µM. AID 1645853. 4.2% of 47,000 active
# USP7 inh: human USP7 deubiquitinase inhibition; Q93009; purified USP7, Ub-rhodamine cleavage fluorescence; 0.3% of 47,000 active; AID 1645854; inhibition, % at 20 µM
# OTUD3 inh: inhibitors of human OTUD3 deubiquitinase; Q5T2D3; purified OTUD3, Ub-rhodamine fluorescence, 2 h; inhibition, % at 25 µM; 0.7% of 47,000 active; AID 1645858
# Target sequence (Q5T2D3 whole entry, looked up): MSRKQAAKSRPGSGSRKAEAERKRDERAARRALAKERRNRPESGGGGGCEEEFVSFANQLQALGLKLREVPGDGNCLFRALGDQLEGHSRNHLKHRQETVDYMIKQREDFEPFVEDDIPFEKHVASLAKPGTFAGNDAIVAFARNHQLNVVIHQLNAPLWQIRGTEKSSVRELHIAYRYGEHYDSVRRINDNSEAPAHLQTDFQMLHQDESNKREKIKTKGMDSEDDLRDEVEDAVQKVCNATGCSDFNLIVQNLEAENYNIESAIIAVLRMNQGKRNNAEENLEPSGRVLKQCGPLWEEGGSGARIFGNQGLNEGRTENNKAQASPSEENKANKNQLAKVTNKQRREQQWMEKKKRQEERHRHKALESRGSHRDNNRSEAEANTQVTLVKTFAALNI
# USP17 block: inhibitors of human USP17 deubiquitinase; A8MUK1; purified USP17, Ub-rhodamine cleavage fluorescence, 3 h; inhibition, % at 50 µM; 6.5% of 47,000 active; AID 1645855
# Target sequence (A8MUK1 whole entry, looked up): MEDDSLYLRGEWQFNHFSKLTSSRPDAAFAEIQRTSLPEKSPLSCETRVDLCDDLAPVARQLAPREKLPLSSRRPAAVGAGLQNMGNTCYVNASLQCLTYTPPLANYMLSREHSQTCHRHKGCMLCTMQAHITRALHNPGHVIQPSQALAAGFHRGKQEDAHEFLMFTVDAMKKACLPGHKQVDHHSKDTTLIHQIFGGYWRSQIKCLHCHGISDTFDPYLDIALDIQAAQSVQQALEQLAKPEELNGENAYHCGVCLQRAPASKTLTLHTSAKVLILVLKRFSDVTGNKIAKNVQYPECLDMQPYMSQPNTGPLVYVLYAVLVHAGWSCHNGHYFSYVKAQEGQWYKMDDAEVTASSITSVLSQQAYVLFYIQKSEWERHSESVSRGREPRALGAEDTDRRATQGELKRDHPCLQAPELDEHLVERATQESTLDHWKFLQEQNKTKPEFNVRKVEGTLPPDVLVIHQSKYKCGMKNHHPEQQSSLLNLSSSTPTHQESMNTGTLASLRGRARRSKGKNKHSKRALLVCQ
# USP10 block: blocks human USP10 ubiquitin-rhodamine cleavage; Q14694; purified USP10, Ub-rhodamine fluorescence, 60 min; inhibition, % at 20 µM; 1.1% of 47,000 active
# Starred values were filed as active, the others as inactive; i = inactive; . = not tested or not shown. Cut-off read from the data, not from the text of the source: active = inhibition above about 30%; inactive = the rest.
USP17 block,OTUD3 inh,USP28 inh,USP8 block,USP7 inh,UCHL1 block,USP10 block,USP30 block,molecule
-14,-14,-21,0,0,-7,-2,-34,CC(C)(C)c1cc(C(=O)N2CCOCC2c2ccn[nH]2)n[nH]1 (stereo not given)
-23,-20,-19,4,-16,2,-5,-83,Cc1ccc(-c2csc3ncn(CC(=O)NC4CCSc5c(F)cccc54)c(=O)c23)cc1 (stereo not given)
-19,0,-2,-44,-1,-2,1,0,Cc1nnc(NC(=O)C2CCN(S(=O)(=O)c3ccc(Cl)cc3)CC2)o1
0,-12,-6,0,-8,-1,-1,-13,Cc1ccc2c(=O)c(C(=O)N3CCCC3)cn(CC(=O)NC3CCCCC3)c2n1
-15,3,7,14,-15,2,-1,8,O=C(Cc1ccc(F)cc1)N1CCc2[nH]nc(-c3ccccc3)c2C1
9,4,12,14,6,0,0,21,Cc1nc(C2CCCCN2)nc2c1CCCN2CCc1ccccn1 (stereo not given)
-60,-27,-22,-52,-74,2,-4,-111,O=C(NCc1ccccc1)N1CCn2cccc2C1c1ccc(Cl)cc1 (stereo not given)
0,4,0,5,4,1,1,14,CCc1noc(C)c1C(=O)N1CCCCC1c1cc(=O)n2ccnc2[nH]1 (stereo not given)
-5,-4,0,2,-4,-3,-1,3,C/C=C(\C)C(=O)O[C@@H]1C[C@@]2(C)CC[C@H](C(C)C)[C@@]2(O)CC[C@@]1(C)O
12,6,4,10,5,6,-1,18,O=C(O)c1ccc(N2C(=O)C3=C(C(c4ccc(Cl)cc4)=NCCN3)C2c2cccnc2)cc1 (stereo not given)
4,7,8,0,3,3,2,3,CCc1ccccc1Cn1c(=O)oc2cccnc21
18,-117,-149,4,4,0,-8,i,O=C(CSc1nnc(-c2ccc(F)cc2)c2ccccc12)c1c[nH]c2ccccc12
0,-6,-2,-2,-2,-1,4,8,CCC(Oc1ccccc1)C(=O)Nc1nc2ccccc2[nH]1 (stereo not given)
-103,-159,-228,-69,-43,-68,-6,-379,Cc1ccc2nc(NC(=O)c3ccc(=O)[nH]c3)sc2c1
.,6,5,3,0,1,-5,-2,CC(=O)NC(Cc1ccc(F)c(F)c1)C(=O)NC1CCN(C(=O)C2CCCCC2)CC1 (stereo not given)

# The closing 3 entries of the part above are carried over, then new ones follow:
USP17 block,OTUD3 inh,USP28 inh,USP8 block,USP7 inh,UCHL1 block,USP10 block,USP30 block,molecule
0,-6,-2,-2,-2,-1,4,8,CCC(Oc1ccccc1)C(=O)Nc1nc2ccccc2[nH]1 (stereo not given)
-103,-159,-228,-69,-43,-68,-6,-379,Cc1ccc2nc(NC(=O)c3ccc(=O)[nH]c3)sc2c1
.,6,5,3,0,1,-5,-2,CC(=O)NC(Cc1ccc(F)c(F)c1)C(=O)NC1CCN(C(=O)C2CCCCC2)CC1 (stereo not given)
-22,-7,0,-56,-3,-2,-2,0,Cc1cccnc1CN1CCCC(c2cnc(Nc3cnccn3)cn2)C1 (stereo not given)
-4,-1,-6,-1,-9,1,0,0,O=C(Nc1c2c(nn1-c1ccc(F)cc1)CS(=O)(=O)C2)c1cccs1
-82,-47,-84,-198,-23,-19,-11,-304,CN1CCCc2sc(C(=O)N3CCOCC3)nc21
-6,5,0,-3,3,6,10,-5,O=C(OC(c1ccccc1)c1nccc2ccccc12)c1ccc(F)cc1 (stereo not given)
59*,5,10,13,6,3,2,16,COc1ccc(NC(=O)CSc2oc(-c3ccc(C)cc3)nc2S(=O)(=O)c2ccc(Br)cc2)c(OC)c1
-29,-18,-26,-9,-7,-8,-3,-67,Cn1cnc2c(C(=O)NC3CCCCCC3)nn(-c3ccccc3)c2c1=O
-8,-2,-6,1,0,-4,0,-1,COc1ccc([C@H]2NC(=O)O[C@H]2CO)cc1
6,4,2,2,7,2,1,5,COc1ccc(NC(=O)c2ccc(SCCN3CCOCC3)nc2)c(OC)c1
-5,-3,-6,-7,-4,-3,0,9,O=C(N1CCC(Nc2nc3c(c(=O)[nH]2)CCC3)CC1)C1(c2ccccc2)CC1
15,22,-2,74*,3,8,15,3,CCc1ccc(C2c3c(-c4cc(C)cc(C)c4O)n[nH]c3C(=O)N2Cc2cccnc2)cc1 (stereo not given)
-11,-5,-14,-9,-1,-5,2,-13,CCOC(=O)C1=C(c2ccccc2)Nc2nc3ccccc3n2C1c1ccncc1 (stereo not given)
14,10,4,-12,2,2,2,19,COc1cc(C)cc2oc(=O)c(CC(=O)N[C@H](C(=O)O)C(C)C)c(C)c12
-3,3,.,0,0,2,0,.,CCCN1C(=O)SC(CC(=O)Nc2ccc(C)cc2)C1=O (stereo not given)
-10,-6,-5,-18,-1,-2,-5,-28,CC/C=C\[C@H](O)[C@H](O)C1=C(C)C(=O)[C@]2(O1)C(=O)N[C@@](OC)(C(=O)c1ccccc1)[C@@H]2O
-7,-2,-10,-1,3,-3,1,-8,CCOC(=O)CSc1nnc(NC(=O)c2ccc(S(=O)(=O)N(C)C)cc2)s1

# Some of these compounds in order of length of the SMILES, smallest number first:
USP17 block,OTUD3 inh,USP28 inh,USP8 block,USP7 inh,UCHL1 block,USP10 block,USP30 block,molecule
-82,-47,-84,-198,-23,-19,-11,-304,CN1CCCc2sc(C(=O)N3CCOCC3)nc21
-8,-2,-6,1,0,-4,0,-1,COc1ccc([C@H]2NC(=O)O[C@H]2CO)cc1
-6,5,0,-3,3,6,10,-5,O=C(OC(c1ccccc1)c1nccc2ccccc12)c1ccc(F)cc1 (stereo not given)
59*,5,10,13,6,3,2,16,COc1ccc(NC(=O)CSc2oc(-c3ccc(C)cc3)nc2S(=O)(=O)c2ccc(Br)cc2)c(OC)c1

# With a hit mark in USP17 block, of those listed so far:
USP17 block,OTUD3 inh,USP28 inh,USP8 block,USP7 inh,UCHL1 block,USP10 block,USP30 block,molecule
59*,5,10,13,6,3,2,16,COc1ccc(NC(=O)CSc2oc(-c3ccc(C)cc3)nc2S(=O)(=O)c2ccc(Br)cc2)c(OC)c1

# More compounds follow:
USP17 block,OTUD3 inh,USP28 inh,USP8 block,USP7 inh,UCHL1 block,USP10 block,USP30 block,molecule
-9,-2,-5,-19,3,1,-1,-22,CC(=O)c1cccc(S(=O)(=O)N2CC(c3nc4ccc(C)cc4[nH]3)C2)c1
22,20,7,26,-8,2,5,3,CC(C)CCn1c(=O)c2ccccc2n2c(CCC(=O)NCc3ccc4c(c3)OCO4)nnc12
7,2,13,43*,8,2,4,18,COc1ccc(S(=O)(=O)Nc2ccc(Cc3ccncc3)cc2)c2ccccc12
-8,-8,-13,-9,-1,-3,-5,-9,Cc1cc(C)c(-c2noc(C)n2)c(NC(=O)C2CCCCC2)n1
13,3,.,2,3,2,3,.,O=C1CC(c2nc3ccccc3[nH]2)CN1c1ccccc1F (stereo not given)
4,10,13,15,0,-1,0,19,Cc1ccc(NC(=O)CC(NCc2ccccc2)C(=O)O)cc1Cl (stereo not given)
-12,-14,-15,-10,-16,3,-3,-38,CCCSc1nc(NCCCN2CCOCC2)c2c3c(sc2n1)COC(C)(C)C3
.,28,18,40*,10,8,15,36*,COC(=O)c1ccccc1NC(=O)C1CCCN(c2nnc(-n3cccc3)s2)C1 (stereo not given)
-16,-3,-2,-38,-7,-2,0,-13,COc1ccc(-c2[nH]nc3c2C(c2ccc(O)c(OC)c2)CC(=O)O3)cc1 (stereo not given)
-14,0,10,-97,2,0,0,2,Cc1ccc(-n2nc(C)c3c2NC(=O)CC3C(=O)c2ccc3c(c2)OCCO3)cc1 (stereo not given)
8,4,0,4,4,3,-4,-1,CCOc1ccc(S(=O)(=O)[C@H]2CS(=O)(=O)C[C@@H]2N2CCCCC2)cc1
40*,5,13,10,4,-2,7,41*,Cc1ccc2nc(N3C(=O)c4oc5ccccc5c(=O)c4C3c3ccc(C)o3)sc2c1 (stereo not given)
0,6,6,4,1,2,-4,-6,CCOC(=O)c1ccc(N2CCN(CC)CC2)c(NC(=O)Cc2ccccc2)c1
-10,-7,-3,-9,-1,0,3,-5,CC(NS(=O)(=O)c1ccccc1F)c1ccc(Cl)s1 (stereo not given)
-14,7,-4,0,-6,-3,-2,-16,Cc1cc2n(n1)CC(C)(C(=O)NCc1ccccc1)N(c1ccc3c(c1)OCCO3)C2=O (stereo not given)

# Entries of single compounds, looked up by structure. Order of screens: USP17 block | OTUD3 inh | USP28 inh | USP8 block | USP7 inh | UCHL1 block | USP10 block | USP30 block
# Cc1ccc(NC(=O)CC(NCc2ccccc2)C(=O)O)cc1Cl (stereo not given) is listed as 4 | 10 | 13 | 15 | 0 | -1 | 0 | 19
# COC(=O)c1ccccc1NC(=O)C1CCCN(c2nnc(-n3cccc3)s2)C1 (stereo not given) is listed as . | 28 | 18 | 40* | 10 | 8 | 15 | 36*
# CC(=O)c1cccc(S(=O)(=O)N2CC(c3nc4ccc(C)cc4[nH]3)C2)c1 is listed as -9 | -2 | -5 | -19 | 3 | 1 | -1 | -22

# Going on with the list:
USP17 block,OTUD3 inh,USP28 inh,USP8 block,USP7 inh,UCHL1 block,USP10 block,USP30 block,molecule
-27,11,13,-1,-4,0,-4,3,O=C1CN(C(=O)c2ccc(N3CCC(Cc4ccccc4)CC3)nn2)CCN1
42*,-8,-2,78*,-4,3,0,-40,O=C(Nc1cc(F)c2nc(N3CCOCC3)ccc2c1)C1CCC1
-3,10,-9,8,1,-2,3,11,CCn1ccc(C(=O)N2CCC(Oc3cc(N4CCCC4)ncn3)C2)n1 (stereo not given)
6,21,3,0,0,0,2,3,O=C1CC[C@H](O)c2cccc(O)c21
0,7,-2,2,0,4,0,11,COc1ccc(C(=O)N[C@@H]2C(=O)Nc3c(c(C)nn3C)[C@H]2c2ccc(C(C)C)cc2)cc1OC
8,12,11,10,12,6,6,7,CCN1CCN(c2nc3c(s2)CN(C(=O)c2ccnn2C)CC3)CC1
-9,-8,-14,0,-1,0,-2,-1,Cc1ccc(C(=O)N[C@@H]2C[C@@H](Oc3ccccc3)[C@H](O)[C@H]2O)nc1
-4,0,-9,-2,-4,-2,-2,-7,CC(=O)NCc1nc(-c2ccc(N3CCC(C)CC3)cc2)no1
-9,-9,17,-5,-2,0,-6,-25,CCC(=O)N1CCc2sc(C(=O)NC3CCCCCC3)cc2C1
-77,-64,-62,-36,-24,-15,-12,-254,COCCn1cc2c3c(cccc31)CN(C(=O)c1ccc(F)cc1F)CC2
7,13,9,10,-1,0,-1,4,Cc1cc2n(n1)CC(C)(C(=O)NCc1ccccc1)N(c1ccc(F)cc1)C2=O (stereo not given)
4,4,-1,4,-1,1,0,10,Cc1nnsc1C(=O)N1C2CCC(C2)[C@@H]1COc1ccc(F)cc1 (stereo not given in full)
0,9,10,-3,-6,1,1,12,O=C(C1CCC1)N1C[C@H]2C[C@H]3[C@](C1)(CN(Cc1ccc(Cl)cc1)S3(=O)=O)O2
-66,-56,-63,-27,-25,-18,-5,-295,Cc1[nH]c(C)c(S(=O)(=O)NCC(C)C)c1-c1nc(C2CC2)no1
-8,-31,-25,-12,-7,-10,-5,-172,O=c1cc(-c2ccncc2)nc(N2CCCC2)n1Cc1ccccc1
8,7,3,23,11,6,10,14,Cc1ccccc1Nc1nc(NCC2CCCO2)nc2c1cnn2-c1ccccc1 (stereo not given)
-9,5,3,-6,4,3,6,9,COc1ccc(-n2c(/C=C/c3cccc4ccccc34)nc3ccccc3c2=O)cc1
16,16,7,1,7,7,5,11,COc1ccc(CNCC(=O)Nc2cc(C(F)(F)F)ccc2N2CCCCC2)cc1

# Bioassay records deposited in PubChem by Dana-Farber Cancer Institute and Novartis Institutes for BioMedical Research (Cambridge, Mass).
